Screens from PubChem BioAssay.
NPSR antagonist: blocks cAMP signaling of the human neuropeptide S receptor; CHO-NPSR cells, cAMP TR-FRET, antagonist mode; Potency, µM (doses to about 38.3 µM), for inactives: at the top dose activity change, negative = inhibition, most hits filed as inhibitors; 220,000 compounds, 1% hits; AID 1461; note: % is set by controls: 0 for no effect and ±100 for the full control effect; nearly all actives have a fitted effect of over 50% in size; many of its hits are not listed in these tables
KinaseGlo FLuc: blocks Kinase-Glo luciferase, a counter-screen artifact. Kinase-Glo luciferase, ATP luminescence, 8 min. Potency, µM (doses to about 38.3 µM), for inactives: top-dose activity change, negative = inhibition, hits mostly inhibitors. 200,000 compounds, 0.28% hits. Q27757; note: % is set by controls: 0 for no effect and ±100 for the full control effect; nearly all actives have a fitted effect of over 60% in size
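Luminescence was the read-out, taken after 8-minute incubation at ambient temperature. Luciferase turned over luciferin with 10 uM ATP in imidazole pH 7.2 buffer containing KCl, MgCl2, Tween 20 and BSA.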
IMPase Li cell: membrane-permeable IMPase blocker, potentiated with lithium; CHO-M1 cells, IP1 TR-FRET (IP-One), carbachol + lithium; Potency, µM (top dose mostly 59.4 µM), for the others: top-dose activity, negative = IMPase inhibition, usual class: inhibitors; 210,000 compounds, 0.35% hits;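 note: IP1 builds up when IMPase is blocked and the TR-FRET signal falls; plate controls were basal vehicle for no effect and high inhibitor control for full effect; nearly all actives have a fitted effect of over 50% in size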
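CHO-M1, 2000 cells/well, 16–30 h culture; cpd + low Li+, 30 min 37C; lysis with d2-IP1/Eu-anti-IP1 Ab, 10 min RT; TR-FRET 665/620 ratio and 620 channel; AC50 via Hill.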
SMN2 splice up: SMN2 splice variant enhancement. HEK293 SMN2-luciferase splicing reporter, luminescence, 30-36 h. Potency, µM (top dose mostly 46.1 µM), for the others: top-dose activity change, positive = activation, hits mostly activators. 210,000 compounds, 2.8% hits. AID 1458; note: % of control where 0% means no effect; nearly all actives have a fitted effect of over 55% in size
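HEK293 cells carry an SMN2 minigene-luciferase reporter in which exon 7 inclusion puts luciferase in frame. Cells were seeded at 2000 cells/well, attached for 10-12 hours, then exposed to compounds for 30-36 hours at 37C before ONE-Glo luminescence.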
JMJD2E inh: inhibitors of human JMJD2E histone demethylase; 230,000 compounds, 1.6% hits; Potency, µM (series often up to 57.1 µM), for the others: at the top dose activity change, negative = inhibition, usual class: inhibitors; JMJD2E catalytic domain, FDH-coupled NADH fluorescence (FDH is formaldehyde dehydrogenase); active = well fitted inhibition curve with a large enough effect, not every such curve was filed as active; inconclusive = small, poorly fitted or top-dose-only effect, or another doubt; inactive = no such curve, though single readings can be large or run the other way;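 note: 0% = wells with enzyme and -100% = buffer wells without enzyme; nearly all actives have a fitted effect of over 50% in size; many of its hits are not listed in these tables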
Target sequence (B2RXH2 1-337 limits assumed): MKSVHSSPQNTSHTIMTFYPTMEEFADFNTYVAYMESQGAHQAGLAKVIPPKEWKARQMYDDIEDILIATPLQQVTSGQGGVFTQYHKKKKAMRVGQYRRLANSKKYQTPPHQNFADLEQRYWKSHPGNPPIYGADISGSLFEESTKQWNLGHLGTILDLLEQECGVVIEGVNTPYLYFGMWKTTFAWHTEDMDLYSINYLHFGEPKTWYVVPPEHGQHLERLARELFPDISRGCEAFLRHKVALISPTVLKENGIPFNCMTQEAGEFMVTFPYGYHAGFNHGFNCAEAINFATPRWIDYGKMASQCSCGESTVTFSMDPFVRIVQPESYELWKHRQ
RECQ1 helicase: inhibitors of human RECQ1 DNA helicase; RECQ1 DNA unwinding, red fluorescence kinetic read; Potency, µM (doses to about 57.3 µM), for inactives: at the top dose activity, negative = inhibition, hits mostly inhibitors; 240,000 compounds, 0.54% hits; AID 2549;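 note: plate controls were vehicle for no effect and no enzyme for full effect; nearly all actives have a fitted effect of over 30% in size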
Target sequence (P46063 whole entry, looked up): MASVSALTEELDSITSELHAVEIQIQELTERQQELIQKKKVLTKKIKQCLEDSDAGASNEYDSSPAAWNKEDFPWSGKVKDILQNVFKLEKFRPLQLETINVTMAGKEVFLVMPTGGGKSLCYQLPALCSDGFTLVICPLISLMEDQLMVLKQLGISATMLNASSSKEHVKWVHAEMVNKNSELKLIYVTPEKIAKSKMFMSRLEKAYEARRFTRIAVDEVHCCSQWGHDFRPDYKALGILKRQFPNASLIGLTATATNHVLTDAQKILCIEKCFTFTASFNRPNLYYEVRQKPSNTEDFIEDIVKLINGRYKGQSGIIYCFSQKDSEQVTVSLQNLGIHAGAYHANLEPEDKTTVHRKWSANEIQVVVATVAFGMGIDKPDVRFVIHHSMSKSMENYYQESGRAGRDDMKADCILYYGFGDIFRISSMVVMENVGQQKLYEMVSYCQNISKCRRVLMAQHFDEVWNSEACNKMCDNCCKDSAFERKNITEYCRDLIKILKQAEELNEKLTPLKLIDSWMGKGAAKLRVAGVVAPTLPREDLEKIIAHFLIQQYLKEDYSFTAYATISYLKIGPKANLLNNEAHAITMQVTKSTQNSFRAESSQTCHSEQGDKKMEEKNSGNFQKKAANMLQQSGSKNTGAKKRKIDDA
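RECQ1T1 50 nM; forked duplex (20 bp + 30-nt ss tails) 200 nM, ATP 2 mM final; pH 8.0, 2 mM MgCl2, 2.5 ug/ml poly(dI-dC); 15 min compound preincubation; discontinuous kinetic read over 2 h at RT.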
RGS12 GoLoco inh: inhibitors of human Gai1-RGS12 GoLoco interaction (red fluorophore); P63096; Gai1:RGS12 GoLoco peptide FP, rhodamine, 10 min; Potency, µM (series often up to 61.6 µM), inactives show top-dose activity, negative = inhibition, most hits filed as inhibitors; 230,000 compounds, 0.44% hits; active = well fitted inhibition curve with a large enough effect, not every such curve was filed as active; inactive = no such curve, though single readings can be large or run the other way; note: % is set by controls: 0 for no effect and ±100 for the full control effect; nearly all actives have a fitted effect of over 30% in size; many of its hits are not listed in these tables
Epigenetic derep: derepresses silenced GFP reporter in murine cells | AID 1865 | 280,000 compounds, 0.2% hits | murine LDR cells, GFP reporter derepression, 30 h | Potency, µM (titrated, usually from 53.9 µM), without a hit: at the top dose GFP activation, hits mostly activators; note: % of control where 0% means no effect; nearly all actives have a fitted effect of over 60% in size
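Murine LDR cells carrying a silenced, genomically integrated CMV-driven GFP reporter were exposed to compound for 30 hours at 37 C. After PBS washes, GFP-positive cells (20–120 um objects) were counted by laser-scanning microplate cytometry.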
The depositor's hits bear a star; i = inactive; ? = inconclusive; · = not tested or not shown; [ ] = dose if it differs, or a comment. Unless noted, calls come from the whole dose curve; as a rule, active = well fitted curve in the direction sought with a large enough effect; inconclusive = small, poorly fitted or top-dose-only effect, or another doubt; inactive = no such curve, though single readings can be large; an effect the other way counts as inactive or inconclusive. Potency is the fitted concentration of half-maximal effect.

Every second line gives: NPSR antagonist	KinaseGlo FLuc	IMPase Li cell	SMN2 splice up	JMJD2E inh	RECQ1 helicase	RGS12 GoLoco inh	Epigenetic derep
- Cc1noc(C)c1NC(=O)NC(c1ccccc1)c1ccccc1
 : -19%	·	·	·	-1%	-7%	-8%	3.8%
- C=CCNC(=S)NCc1ccccc1
 : 11%	·	·	·	10%	-3%	-7%	7.1%
- CCOC(=O)C1(C(F)(F)F)N=C(N(C)C)OC(N(C)C)=N1
 : -3%[46.1 µM]	-2%	1%[38.3 µM]	-8%	0%	7%	10%	-1.1%
- COc1cc(C(=O)OCC(=O)NC2CCCC2)cc(NC(=O)c2ccco2)c1OC
 : 6%[7.67 µM]	0%	17%[38.3 µM]	-1%	11%	?	1%	-1.2%
- CCc1ccccc1NC(=O)CN(C)C(=O)CSc1nnc(Nc2cccc(C)c2C)s1
 : -10%	5%	9%	-8%	-3%	-11%	6%	-0.9%
- Cc1cnc(NC(=O)CSc2nnc(Cc3ccccc3)n2C)s1
 : 4%[46.1 µM]	1%	21%[38.3 µM]	8%	2%	-3%	6%	-1.0%
- CCOc1cc(NC(=S)NCC2CCCO2)c(OCC)cc1NC(=O)c1ccccc1F (stereo unspecified)
 : ?	2%	8%	-16%	-20%	-1%	1%	3.7%
- Cc1ccc(-c2noc(-c3cccs3)n2)cc1
 : 9%[46.1 µM]	?	-12%[38.3 µM]	13µM*	3%	i	3%	-0.7%
- COC(=O)C1CCN(Cc2cc(=O)oc3cc(OC)ccc23)CC1
 : -8%[46.1 µM]	-4%	36%[38.3 µM]	26%	?	i	4%	-1.0%
- O=C(O)Cn1cc(/C=C2/NC(=O)N(c3ccc(Cl)cc3)C2=O)c2ccccc21
 : 3%	0%	-4%	-3%	-7%	-1%	-11%	-0.7%
- Cc1cccc(NS(=O)(=O)Cc2ccccc2)n1
 : 1%[46.1 µM]	-3%	-2%	0%	?	-7%	7%	1.2%
- CCN1CCN(CCn2c(=S)[nH]c3ccccc3c2=O)CC1
 : -4%[46.1 µM]	-3%	70%[activator][38.3 µM]	?	1%	0%	0%	-3.9%
- O=C(CN1N=C(c2ccccc2)CCC1=O)NCCCN1CCc2ccccc2C1
 : 9%[46.1 µM]	3%	6%	1%	-4%	-2%	14%	0.0%
- C#Cc1ccc([C@H]2C=C(C(=O)N3CCN(Cc4ccccc4)CC3)O[C@@H](OCC)[C@@H]2CCCO)cc1
 : 45%	·	-1%	·	-4%	-20%	6%	6.1%
- COc1ccc(CC(=O)OCC(=O)Nc2ccc(C(=O)Nc3ccc(OC)cc3)cc2)cc1
 : -22%	·	-1%	·	-4%	i	5%	-1.2%
- CCCSc1nc2c(cnn2-c2ccc(C)cc2)c(=O)[nH]1
 : 8%	6%	-2%	3%	3%	-2%	12%	0.0%
- Cc1ccc(S(=O)(=O)Nc2nc3ccccc3nc2NCC2CCCO2)c(C)c1 (stereo unspecified)
 : -7%	·	·	·	?	-3%	-3%	0.0%
- CCOC(=O)c1[nH]c2cc3c(cc2c1CCCN1C(=O)c2ccccc2C1=O)OCCO3
 : -24%[46.1 µM]	·	·	·	-4%	-3%	·	-5.4%
- COc1cc2cc(C)c3nnc(SCC(N)=O)n3c2cc1OC
 : -8%[46.1 µM]	-3%	-10%[38.3 µM]	5%	-7%	-4%	9%	-0.5%
- CCN(C(=O)c1ccc2c(Cl)c3c(nc2c1)CCC3)c1ccc(C)c(C)c1
 : -48%	0%	18%	-50%[inhibitor]	-8%	-20%	-3%	-0.9%
- O=C(CC1SC2=NCCN2C1=O)Nc1ccc(Cl)cc1 (stereo unspecified)
 : -2%[46.1 µM]	6%	2%[38.3 µM]	34%	4%	i	11%	-1.0%
- Nc1sc(-c2ccccc2)c(Cc2ccccc2)c1C(=O)O
 : -5%	0%	-2%	-53%	-12%	17%	33%[activator]	1.3%
- Clc1ccc(CCNc2ncnc3nc[nH]c23)cc1
 : -8%	-1%	15%	-63%[inhibitor]	9%	-14%	-6%	-1.0%
- N#CCCN(C(=O)COc1ccc(Cl)cc1Cl)c1ccccc1
 : -11%	2%	0%	-14%	4%	-5%	-3%	10%
- O=C1N=C(N2CCc3ccccc3C2)S/C1=C\c1ccc(O)cc1
 : 50%	·	·	·	-9%	-8%	18%	0.0%
- Cc1c(NC(=O)CSc2nc3ccccc3n2C)c(=O)n(-c2ccccc2)n1C
 : -17%[46.1 µM]	1%	-8%[38.3 µM]	-14%	3%	-11%	-3%	-0.7%
- CC1=CC(C)(C)N2C(=O)C3(C(C#N)=C(N)OC4=C3C(=O)CC(C)(C)C4)c3c(C)c(C)cc1c32 (stereo unspecified)
 : -22%[46.1 µM]	0%	15%[38.3 µM]	17%	-1%	2%	2%	-0.7%
- C/C(=N\NC(=O)c1ccncc1)C12CC3CC(CC(C3)C1)C2
 : 14%	-2%	-4%	-3%	8%	-9%	-7%	1.9%
- CC(=O)Nc1cccc(NC(=O)Cc2nc(-c3ccccc3)sc2-c2ccc(C)cc2)c1
 : -28%	-1%	2%	15%	-4%	-3%	27%	-3.8%
- O=[N+]([O-])c1ccc(N=Cc2c(O)ccc3ccccc23)cc1
 : -5%	·	·	·	-23%	-3%	-12%	-2.3%
- CC(C)OC(=O)c1ccc(N2C(=O)C3CC=CCC3C2=O)cc1 (stereo unspecified)
 : -5%[46.1 µM]	2%	6%[38.3 µM]	·	-3%	i	1%	-1.0%
- CC1CC2(NC(=O)NC2=O)C(C)CN1C (stereo unspecified)
 : 4%[46.1 µM]	1%	3%	-13%	5%	-5%	2%	1.2%
- CCC(C)NS(=O)(=O)c1ccc(OCC(=O)NCc2ccc(OC)cc2)cc1 (stereo unspecified)
 : 9%	-2%	-6%	·	-3%	-4%	7%	0.3%
- CCc1cccc(NC(=O)CN(c2ccc(OC)cc2)S(=O)(=O)c2c(C)n[nH]c2C)c1
 : ?	-2%	-11%[38.3 µM]	0%	1%	0%	-1%	0.0%
- Cc1cc2ncn(C3CC(=O)N(Cc4ccccc4)C3=O)c2cc1C (stereo unspecified)
 : 2%[46.1 µM]	-4%	32%[activator][38.3 µM]	2%	3%	-9%	8%	0.9%
- O=C(Nc1ccc(N2CCOCC2)c(Cl)c1)c1cccc(F)c1
 : -6%[46.1 µM]	-4%	27%[38.3 µM]	10µM*	-8%	-8%	2%	4.8%
- O=c1ccnc(Nc2ccc3c(c2)OCCO3)[nH]1
 : 15%	·	-8%	·	0%	0%	-23%	1.3%
- COc1ccc(Nc2ncnc3c2cnn3-c2ccccc2)cc1OC
 : -2%	3%	-12%	-12%	?	10%	-1%	-1.0%
- CC(=O)c1sc(NC(=O)CCOc2ccccc2)nc1C
 : -21%	6%	-1%	16%	-3%	-2%	11%	3.7%
- CCN1CCN(Cc2c(O)c(Cl)cc3c(C)cc(=O)oc23)CC1
 : -13%[46.1 µM]	-4%	?	-19%	?	i	-35%	1.0%
- O=C(CSc1ccccc1)N/N=C/c1ccccc1O
 : 1%	2%	3%	-15%	?	i	9%	-1.3%
- CN1CCN(C(=S)c2ccc(-c3cccc([N+](=O)[O-])c3)o2)CC1
 : ?	·	·	·	-15%	-10%	6%	1.3%
- CCN(C(C)=O)N(CC)c1nc(Cl)nc(NC(C)C)n1
 : 21%	0%	3%	-32%[inhibitor]	0%	4%	-36%	1.7%
- COc1ccc(CCNC(=O)CSc2nnc(CNC(=O)c3cccs3)o2)cc1OC
 : 4%[46.1 µM]	-2%	26%[38.3 µM]	-13%	2%	i	6%	-0.4%
- S=C(Nc1ccc(Nc2ccccc2)cc1)NC1CCCCCC1
 : -31%	2%	-1%	-33%[inhibitor]	-5%	-7%	4%	-0.2%
- NC1=NC(=O)/C(=C\c2cccnc2)S1
 : -2%	1%	2%	8%	-1%	-7%	5%	0.0%
- COc1ccc(CNC(=O)C2CCCN(S(=O)(=O)c3cc(C)ccc3OC)C2)cc1 (stereo unspecified)
 : -11%[46.1 µM]	1%	7%[38.3 µM]	-41%[inhibitor]	8%	-8%	-9%	0.0%
- CC(=O)Cc1nsc(NC(=O)c2ccc(Br)o2)n1
 : 4%	1%	7%	?	-1%	-5%	8%	1.0%
- CN(C(=O)COc1nnc(-c2cccs2)c(-c2cccs2)n1)c1ccccc1
 : -23%[46.1 µM]	-4%	-16%[38.3 µM]	-23%	-3%	6%	60%[activator]	1.8%
- CC(=O)C1=C(O)C(=O)N(c2cccnc2)C1c1cccc([N+](=O)[O-])c1 (stereo unspecified)
 : 5%	·	·	·	?	12%	-3%	-1.8%

The list continues:
Every second line gives: NPSR antagonist	KinaseGlo FLuc	IMPase Li cell	SMN2 splice up	JMJD2E inh	RECQ1 helicase	RGS12 GoLoco inh	Epigenetic derep
- COc1ccc(Cc2nnc(NC(=O)CSc3ccc(C)cc3)s2)cc1
 : -3%	-1%	-2%	11%	1%	-3%	14%	-1.3%
- CCC(=O)Nc1cc(NC(=O)CSc2ncc(-c3ccc(F)cc3)n2Cc2ccco2)ccc1C
 : ?	10%	3%[38.3 µM]	16%	?	i	-3%	-3.4%
- CN(C(=O)CSc1nc2cc(C(=O)O)ccc2c(=O)n1Cc1ccccc1)C1CCS(=O)(=O)C1 (stereo unspecified)
 : 9%	-3%	2%	-5%	?	i	2%	1.1%
- OCCNC(=S)NC1CCCCC1
 : 5%[46.1 µM]	3%	17%[38.3 µM]	18%	14%	-2%	5%	-1.0%
- CCOC(=O)c1ccc2[nH]c(C)cc(=O)c2c1
 : 5%[46.1 µM]	1%	-6%[38.3 µM]	-15%	?	-10%	6%	-0.8%
- Cc1cc(C(=O)N/N=C/c2cccnc2)n[nH]1
 : -1%[7.67 µM]	·	·	·	0%	-6%	-2%	-1.4%
- CN(C)CCCNc1ccc(S(N)(=O)=O)cc1[N+](=O)[O-]
 : 10%	0%	1%	2%	5%	-5%	2%	-1.3%
- O=C(CCCn1c(SCc2cc(=O)n3ccccc3n2)nc2ccccc2c1=O)NCC1CCCO1 (stereo unspecified)
 : 12%	-1%	-4%	-7%	?	-13%	11%	3.3%
- COc1ccc(C(=O)C2CCCN(C3Cc4ccccc4C3)C2)c(OC)c1 (stereo unspecified)
 : 0%	-2%	0%	·	-2%	i	3%	-0.1%

An excerpt (hit frequency here may not be typical).
